Giardia killer: Giardia lamblia killing; Giardia lamblia trophozoite viability; activity change, % at 7.66 µM, hits read low; 0.15% of 340,000 active; AID 540267; in the data active means activity change below about -80%; inconclusive means between about -30% and that limit;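 further: parasites exposed to compound for two days anaerobically before the ATP read; on the % scale 0 is the no-effect control and ±100 the full control effect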
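ATP-content bioluminescence gauges trophozoite survival. Cells (100/well) receive compound and incubate anaerobically for 48 hrs at 37 deg C; detection reagent follows for 15-30 min at room temperature.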
B2AR arrestin: agonists driving beta-arrestin recruitment to human beta2-adrenergic receptor; beta-arrestin recruitment to beta2AR, cell-based reporter; 0.02% of 330,000 active; AID 492947; P07550; Potency, µM (top dose mostly 46.1 µM), for the others: at the highest dose activation, usual class: activators;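 further: potency means the concentration at half of the fitted maximal effect; 0% = DMSO controls and full agonism = EC100 isoproterenol or metaproterenol; nearly all actives have a fitted effect of over 65% in size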
KCNH2 WT inh: blocks the wildtype human KCNH2 potassium channel; Q12809; U2OS, BacMam KCNH2, thallium flux FluxOr; hits give low values; activity change, % at 1.84 µM; 0.37% of 340,000 active; AID 720551;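 active means maximum activity change below -70%; inconclusive means maximum activity change between -70% and -50%; inactive means maximum activity change above -50%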; further: on the % scale 0 is the no-effect control and ±100 the full control effect
Target sequence (Q12809 whole entry, looked up): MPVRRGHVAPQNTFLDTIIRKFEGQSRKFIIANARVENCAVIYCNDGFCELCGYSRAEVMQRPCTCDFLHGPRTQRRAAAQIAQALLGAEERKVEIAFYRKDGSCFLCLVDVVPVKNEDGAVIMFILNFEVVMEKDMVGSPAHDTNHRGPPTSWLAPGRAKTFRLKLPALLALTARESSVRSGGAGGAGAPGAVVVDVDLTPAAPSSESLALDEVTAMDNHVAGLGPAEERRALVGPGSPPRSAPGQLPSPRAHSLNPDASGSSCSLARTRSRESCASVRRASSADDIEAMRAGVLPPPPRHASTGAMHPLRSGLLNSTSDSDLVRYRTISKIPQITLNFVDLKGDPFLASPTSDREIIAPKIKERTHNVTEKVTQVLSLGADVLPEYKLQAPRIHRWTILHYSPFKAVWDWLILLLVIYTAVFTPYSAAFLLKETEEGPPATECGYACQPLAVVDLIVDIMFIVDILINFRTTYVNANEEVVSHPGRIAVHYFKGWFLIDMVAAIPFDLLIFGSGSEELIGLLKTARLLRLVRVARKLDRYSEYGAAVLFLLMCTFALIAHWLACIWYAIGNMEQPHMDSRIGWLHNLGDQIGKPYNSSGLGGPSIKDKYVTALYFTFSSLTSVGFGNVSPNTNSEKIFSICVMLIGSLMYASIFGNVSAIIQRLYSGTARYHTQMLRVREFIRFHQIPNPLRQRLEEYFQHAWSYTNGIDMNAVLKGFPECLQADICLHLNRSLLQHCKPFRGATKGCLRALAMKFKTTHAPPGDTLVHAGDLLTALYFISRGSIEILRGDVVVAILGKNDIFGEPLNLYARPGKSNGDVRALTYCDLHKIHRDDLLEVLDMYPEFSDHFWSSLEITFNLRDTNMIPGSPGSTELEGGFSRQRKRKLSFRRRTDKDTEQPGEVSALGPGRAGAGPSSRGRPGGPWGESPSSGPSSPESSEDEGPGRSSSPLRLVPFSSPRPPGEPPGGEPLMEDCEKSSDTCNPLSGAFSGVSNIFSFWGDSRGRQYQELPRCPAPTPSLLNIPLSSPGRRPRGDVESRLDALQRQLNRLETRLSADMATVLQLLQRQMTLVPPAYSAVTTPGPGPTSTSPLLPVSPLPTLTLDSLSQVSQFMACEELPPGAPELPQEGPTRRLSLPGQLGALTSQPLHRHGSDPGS
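U2OS cells were transduced with wild-type KCNH2 virus (2.03 x 10^8 / mL) for 4 h at room temperature, then cultured overnight at 37 C. Thallium flux was read with FluxOr dye. Rate constants were normalized to DMSO controls.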
GALK inh: galactokinase (human) inhibition. P51570. Purified GALK, Kinase-Glo residual ATP luminescence. Potency, µM (series often up to 57.5 µM), without a hit: at the highest dose activity change, negative = inhibition, actives largely listed as inhibitors. 0.007% of 270,000 active. AID 1868; further: potency means the concentration at half of the fitted maximal effect; on the % scale 0 is the no-effect control and ±100 the full control effect
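Human GALK (5 nM) with 35 uM ATP and 100 uM galactose in 20 mM HEPES pH 8.0, 5 mM MgCl2, 60 mM NaCl, 1 mM DTT, 0.01% BSA. After 1 h at room temperature, leftover ATP was read by Kinase-Glo Plus luminescence.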
CXXC DNA block: inhibitors of human MLL CXXC domain-DNA interaction; 0.037% of 290,000 active; Potency, µM (doses to about 115 µM), inactives show top-dose activity change, negative = inhibition, most hits filed as inhibitors; MLL-CXXC / FITC-HOXA9 DNA fluorescence polarization; Q03164; active means well fitted inhibition curve with a large enough effect in the polarisation, with a control signal flat, not every such curve was filed as active; inconclusive means small, poorly fitted or top-dose-only effect, or effect the other way, or a change in a side signal; inactive means no such curve, though single readings can be large or run the other way; the % refers to the polarisation; further: potency means the concentration at half of the fitted maximal effect
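Steps: dispense CXXC domain solution (7 uM) → pin compounds or unlabeled HOX-A9 DNA control → 5 min ambient → add FLSN-HOX-A9 solution (50 nM) → spin → 30 min ambient → fluorescence polarization. Tris pH 7.5/NaCl/DTT/BSA buffer.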
Menin-MLL TR inh: inhibitors of human menin-MLL interaction, mutant MLL peptide; Potency, µM (top dose mostly 61.6 µM), for inactives: at the top dose FP activity change, negative = inhibition, actives largely listed as inhibitors; 0.23% of 270,000 active; Menin + Texas Red MLL mutant peptide, fluorescence polarization; AID 1768; active means well fitted inhibition curve with a large enough effect in the polarisation, with a control signal flat, not every such curve was filed as active; inconclusive means small, poorly fitted or top-dose-only effect, or effect the other way, or a change in a side signal; inactive means no such curve, though single readings can be large or run the other way; the % refers to the polarisation; further: potency means the concentration at half of the fitted maximal effect; % of control where 0% means no effect; many of its hits are not listed in these tables
PKM2 activator: PKM2 (human) enzyme activation. 0.34% of 260,000 active. P14618. AID 1631. purified PKM2, Kinase-Glo ATP luminescence, activation; response scale: 0% is enzyme alone, no compound. Potency, µM (top dose mostly 57.5 µM), for the others: at the top dose activation, most hits filed as activators; further: potency means the concentration at half of the fitted maximal effect; on the % scale 0 is the no-effect control and ±100 the full control effect; nearly all actives have a fitted effect of over 55% in size
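ATP formation by purified human PK-M2, quantified via coupled luciferase luminescence after 1 h at room temperature with 0.1 mM ADP and 0.5 mM PEP final.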
TRPV1 agonist: agonists of human vanilloid receptor 1 (TRPV1); 0.19% of 320,000 active; activation, % at 8.33 µM; AID 540275; TRPV1-expressing cells, Fluo-8 calcium influx, agonist mode; Q8NER1; in the data active means activation above about 80%; inconclusive means between about 30% and that limit; further: 0% is about no effect
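Cells expressing TRPV1 were dye-loaded with Fluo-8 and read kinetically: 10 s baseline, 3 min after compound (agonist portion), then 2 min after EC20 capsaicin (allosteric enhancer portion). Calcium-bound dye fluorescence at 480/520 nm.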
FBPA coupling cs: coupling enzyme interference in Giardia aldolase counter-screen. coupling enzyme system counterscreen, AmpLite Red fluorescence. activity change, negative = inhibition, % at 58.2 µM, hits read low. 0.67% of 290,000 active. AID 2472; in the data active means activity change below about -30%; further: on the % scale 0 is the no-effect control and ±100 the full control effect
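Counterscreen lacking aldolase: glyceraldehyde-3-phosphate coupling-enzyme reagent preincubated 10 min at RT with compound (at 57.5 uM final), then substrate/coupling system with AmpLite Red added; fluorescence read at 525/598 nm after 20 min RT.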
USP2a block: inhibitors of human ubiquitin-specific protease USP2a; Potency, µM (top dose mostly 38.3 µM), inactives show at the highest dose activity change, negative = inhibition, usual class: inhibitors; AID 463254; O75604; 0.01% of 330,000 active; USP2 core, Ub-CHOP2 coupled fluorogenic reporter, 485/531;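 further: potency means the concentration at half of the fitted maximal effect; plate controls were DMSO wells for no effect and full inhibition by NEM control for full effect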
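Deubiquitinase activity read as fluorescence (485/531 nm) after Ub-CHOP2 cleavage activates the enterokinase reporter on its substrate; USP2 core 10nM, Ub-CHOP2 and substrate 25nM each, 30min compound preincubation then 60min RT; data normalized to NEM, curves fitted.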
KCNH2 3.1 inh: KCNH2 3.1 (human) potassium channel inhibition | U2OS KCNH2 3.1, thallium flux FluxOr; hits give low values | activity change, % (tested at about 1.8 µM) | 0.95% of 340,000 active | AID 720553;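 active means maximum activity change below -70%; inconclusive means maximum activity change from -70% to -50%; inactive means maximum activity change above -50%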;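 further: thallium influx rate constant from kinetic fluorescence after stimulation buffer; on the % scale 0 is the no-effect control and ±100 the full control effect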
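Virally transduced U2OS (3.1 isoform, 4 h infection in dark at RT) → overnight 37 C → FluxOr + Red40 in HBSS/HEPES, 45 min → stimulation buffer, 2 min kinetic read → rate constant vs DMSO controls.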
Starred values were filed as active, the others as inactive; i = inactive; ? = inconclusive; / = no result given; [ ] = remark or other dose. Unless noted, the call rests on the fitted dose curve; in most records, active means well fitted curve in the direction sought with a large enough effect; inconclusive means small, poorly fitted or top-dose-only effect, or another doubt; inactive means no such curve, though single readings can be large; an effect the other way counts as inactive or inconclusive.

SMILES | Giardia killer | B2AR arrestin | KCNH2 WT inh | GALK inh | CXXC DNA block | Menin-MLL TR inh | PKM2 activator | TRPV1 agonist | FBPA coupling cs | USP2a block | KCNH2 3.1 inh
O=C(NN=C1CCCC1)c1ccc([N+](=O)[O-])cc1 | -5 | -0.2% | -222* | 4% | -4% | -23% | -6% | 25 | 1 | 1% | 0
O=C(NCCc1cscn1)C1CCC(=O)N(Cc2ccc(Cl)cc2)C1 (stereo not given) | -9 | 0.1% | 0 | -3% | 0% | / | 0% | 2 | / | 0% | 12
CC(NC(=O)CN1CCc2ccccc21)c1ccccc1 (stereo not given) | ? | -0.2% | -1 | 0% | -1% | -17% | 4% | 8 | -1 | 1% | -2
Nc1cc([N+](=O)[O-])ccc1O | -21 | -0.2% | 5 | 0% | 0% | 21% | -17% | 2 | 3 | -8% | 5
COc1ccc(NC(=O)c2cncc(Br)c2)cc1S(=O)(=O)N1CCCCC1 | 2 | -0.3% | -3 | -1% | 2% | 1% | 2% | 4 | 3 | -1% | 7
COc1ccccc1COC(=O)Nc1c(C)nn(C)c1Cl | 6 | -0.6% | 8 | -2% | -12% | -6% | -7% | 9 | 1 | 2% | 14
COCCNC(=S)Nc1ccc2nsnc2c1 | 11 | 2.6% | 7 | 0% | 17% | -4% | 3% | -4 | -43* | 2% | 5
Cc1cc(C)cc(-n2ncc3c2CCCC3NC(=O)c2cc(C)n(C)n2)c1 (stereo not given) | 4 | -0.6% | 18 | 0% | -2% | -3% | -1% | -2 | 1 | 0% | 2
CCN(CC)c1ccc(N=CN2CCOCC2)cc1 | 16 | 0.1% | 2 | -3% | -1% | / | / | 1 | -1 | 1% | 1
CCC(=O)Nc1ccc2c(c1)ncn2CCc1ccccc1 | 1 | -0.6% | 2 | 0% | ? | -8% | / | 0 | -1 | 3% | 3
CN(C)c1ccc(CNCCC(Cc2ccccc2)c2ccco2)cc1 (stereo not given) | 12 | -0.3% | 14 | -2% | ? | ? | 1% | 22 | 0 | -2% | -49
CCCOc1cccc(C2/C(=C(/O)c3ccccc3)C(=O)C(=O)N2CCN(C)C)c1 (stereo not given) | 5 | -0.8% | 0 | -3% | 7% | / | -2% | -4 | 0 | 4% | -1
O=C(CN1CCCN(Cc2ccc(F)cc2Cl)C1=O)NC1CCCCCCC1 | 3 | -0.4% | -6 | 2% | 2% | -12% | 3% | 19 | / | 3% | 13
C=CCSc1nnc(-c2c[nH]c3ccccc23)n1CCOC | -16 | -0.1% | 5 | -1% | -19% | -1% | 6% | 0 | 2 | 0% | -3
O=C(COc1ccc(Cl)cc1)NCc1nnc(SCC(=O)Nc2ccccc2F)o1 | 18 | -0.1% | -8 | -1% | 2% | 3% | 1% | -2 | 1 | -6% | 4
O=C(Nc1ccc(Cl)cc1)[C@@H]1[C@@H]2C(=O)N(c3ccc4ccccc4c3)C(=O)[C@@H]2[C@H]2C=CC=NN21 | -5 | -0.9% | -3 | -1% | -5% | ? | ? | -2 | 2 | -3% | -13
c1ccc(CNc2cncnc2)cc1 | -22 | -0.9% | -4 | 3% | -1% | 0% | -13% | 0 | -1 | -2% | -8
CCN(CC)C(=O)c1[nH]cnc1C(=O)Nc1ccc(C)cc1 | -12 | -1.0% | -4 | / | / | / | / | 4 | / | 0% | 7
CC1CC(=O)Nc2ccccc2N1S(=O)(=O)c1cccc(Cl)c1 (stereo not given) | -14 | -0.3% | 15 | -3% | 3% | 0% | -2% | 6 | 0 | 3% | -7
COc1ccc(C(C#N)c2ccc(=O)[nH]n2)cc1 (stereo not given) | 12 | -0.1% | -1 | 3% | 3% | 7% | 3% | 1 | 0 | 0% | -8
Cc1ccc(C(=O)Nc2ccccc2C(N)=O)o1 | 3 | / | -2 | -1% | -10% | -2% | -4% | 0 | 0 | / | 6
COC(=O)c1ccc(/C=C2\Oc3ccccc3NC2=O)cc1 | 7 | -0.2% | 3 | -1% | 1% | -3% | / | 0 | -2 | 3% | -2
COc1ccc(NC(=O)CSc2nnc(-c3ccccc3)n2Cc2ccco2)cc1OC | 0 | 0.1% | -17 | 0% | 1% | 5% | -2% | ? | 4 | 4% | 6
COc1ccc(CNC(=O)C2=CC(c3ccc(C)cc3)=NS(=O)(=O)N2C)cc1 | 10 | -0.1% | -2 | / | / | 24% | -5% | ? | 0 | 2% | 10
FC(F)(F)c1cccc(NCc2cn3cccnc3n2)c1 | -3 | 0.0% | 7 | -1% | -8% | -6% | 5% | -3 | -52* | 2% | -7
CCCCn1c(N)c(N(Cc2ccccc2OC)C(=O)CC2OC(=O)c3ccccc32)c(=O)[nH]c1=O (stereo not given) | 26 | -0.5% | 1 | / | / | / | / | -3 | / | 0% | -8
COc1ccccc1-n1c(=O)c(C#N)c(-c2ccc([N+](=O)[O-])cc2)c2cc(C(=O)c3cc(F)ccc3O)cnc21 | -6 | -0.3% | 5 | -3% | -4% | ? | -1% | 1 | 0 | -2% | 13
O=C(N/N=C/c1c[nH]c2ccccc12)c1cccc(Cl)c1 | -7 | 0.3% | -5 | / | 6% | ? | / | 1 | 0 | 2% | 9
CCOC(=O)CSCC(=O)Nc1cc(C)ccc1C | -23 | -0.1% | -3 | -3% | 0% | -3% | -19% | 1 | 2 | 2% | 21
CC(C)(CCC(=S)N1CCOCC1)C1CCCCC1 | -1 | -0.1% | -11 | 3% | -4% | -15% | 2% | 16 | 3 | -5% | 9
CCCCc1n[nH]c(=S)n1Cc1ccc(Cl)cc1 | -10 | 0.3% | i | 4% | 9% | -20% | -17% | -1 | 5 | 2% | -1
O=S(=O)(c1ccc(F)c(F)c1F)N1CCN(C(=S)NCc2ccccc2)CC1 | -7 | 0.0% | 4 | 12% | ? | -25% | -9% | ? | -3 | -4% | -11
Cc1cc(Nc2ccc(N3CCOCC3)cc2)c2cccc(C)c2n1 | 1 | -1.1% | 7 | 1% | 2% | / | 0% | -1 | 1 | 0% | 26
Cc1c(C(=O)N(C)C2CCCCC2)sc2ncnc(N3CCN(c4ccccc4F)CC3)c12 | -11 | -0.2% | 0 | 2% | 3% | ? | 2%[0.46 µM] | 0 | 0 | 2% | -26
CC(C)(C)OC(=O)NCCc1nnc(SCc2c(Cl)cccc2Cl)o1 | -5 | -0.3% | 0 | -3% | 6% | -2% | -6% | 10 | 4 | 2% | -9
Cc1ccc(NC(=O)N2CCC(NC(=O)c3cccc(F)c3)CC2)cc1 | ? | -0.3% | -11 | -3% | 33%[activator] | 8% | 1% | ? | 1 | 1% | 6
CCc1nnc(NC(=O)CSc2nnc(CCc3nc4ccccc4[nH]3)n2C)s1 | -17 | -1.7% | -8 | 1% | -6% | 0% | -1% | -2 | 3 | 2% | 6
CCOC(=O)C1CCN(C(=O)COC(=O)C2CCN(S(=O)(=O)c3ccc4c(c3)OCCO4)CC2)CC1 | -2 | -0.2% | 1 | / | / | / | / | 4 | / | 0% | 4
C[C@@H]1C(c2ccccc2)=NN(c2ccc(Br)cc2)[C@H]1C(=O)N1CCOC1=O | 0 | -1.9% | 0 | / | / | ? | / | / | -6 | 2% | /
CCOC(=O)c1ccc(NC(=O)COc2ccc(CNC3CCCCC3)cc2OC)cc1 | 24 | -0.8% | 1 | 3% | 19% | -8% | -21% | -4 | 1 | 3% | -2
Cc1cc(NC(=O)CCCn2nc([N+](=O)[O-])cc2C)no1 | 5 | 0.1% | 6 | -3% | 8% | 3% | -1% | 0 | 3 | 0% | 0
COc1cc2c(cc1OC)C(NC(=O)C(F)(F)F)CNC2=O (stereo not given) | -2 | -0.2% | 6 | -1% | -2% | 18% | -2% | -2 | -3 | 2% | 1
COc1ccc(C)cc1NC(=O)CCC(=O)Nc1ccc2nc(N3CCN(C)CC3)cc(C)c2c1 | 0 | 0.0% | -9 | 1% | 4% | -11% | -9% | 3 | 3 | -1% | 11
CCC(CC)NC(=O)Nc1ccc(F)cc1F | -4 | -0.9% | -1 | -2% | -13% | -7% | -32% | 7 | -1 | 1% | 24
CN(C)S(=O)(=O)c1cccc(NC(=S)NC(=O)c2ccco2)c1 | -15 | -0.5% | 0 | / | / | / | / | 6 | / | -1% | 1
C=CCN(C(=O)c1csnn1)C(C(=O)NCc1ccccc1)c1c(F)cccc1Cl (stereo not given) | -6 | 0.0% | 0 | 5% | -1% | -4% | / | 2 | 1 | 1% | -22

Bioassay records deposited in PubChem by National Center for Advancing Translational Sciences (NCATS).

These rows are one share of the data. The share of hits here may be higher or lower than overall.
